PriA SSB inh: inhibitors of Klebsiella pneumoniae PriA binding to SSB C-terminal tail, primary screen, biochemical, AlphaScreen. PriA–SSB C-terminal tail interaction (Klebsiella pneumoniae). inhibition, % at 33 µM. AlphaScreen SSBct-PriA binding, biotinylated peptide. actives 0.6% (n = 430,000); in the data active means inhibition mostly above about 37%, no sharp cut-off; inactive means mostly below about 20%;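 further: plate controls were negative control peptide for no effect and reference peptide for full effect; strong numbers were not always called active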
Mtb UGM inh: M. tuberculosis UGM enzyme inhibitors, primary screen, biochemical, fluorescence polarization, single point. purified UGM, fluorescence polarization probe displacement. inhibition, % at 10 µM. actives 0.06% (n = 320,000). AID 504406, 2011; in the data active means inhibition above about 10%, passing the limit was not always enough
BH1578 lux ind: inducers of Vibrio cholerae quorum light production without autoinducers, primary screen, BH1578 luxS cqsA deficient, single point. V. cholerae BH1578 lux reporter, luminescence, 6 h. activation, % at 18.7 µM. actives 0.16% (n = 350,000). AID 588436, 2011; in the data active means activation mostly above about 9.7%, no sharp cut-off; further: not every result past the cut was called active; inactives centre near 0; reference of the scale not given here
Rv3671c inh: Rv3671c serine protease inhibitors, primary screen, biochemical, fluorescence polarization, M. tuberculosis H37Rv | actives 0.048% (n = 320,000) | inhibition, % at 5.96 µM; in the data active means inhibition above about 38%;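 further: extracellular domain of Rv3671c used as enzyme; 0% = enzyme with DMSO and 100% = no enzyme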
Target sequence (P9WHR9 whole entry, looked up, the tested form may be a part): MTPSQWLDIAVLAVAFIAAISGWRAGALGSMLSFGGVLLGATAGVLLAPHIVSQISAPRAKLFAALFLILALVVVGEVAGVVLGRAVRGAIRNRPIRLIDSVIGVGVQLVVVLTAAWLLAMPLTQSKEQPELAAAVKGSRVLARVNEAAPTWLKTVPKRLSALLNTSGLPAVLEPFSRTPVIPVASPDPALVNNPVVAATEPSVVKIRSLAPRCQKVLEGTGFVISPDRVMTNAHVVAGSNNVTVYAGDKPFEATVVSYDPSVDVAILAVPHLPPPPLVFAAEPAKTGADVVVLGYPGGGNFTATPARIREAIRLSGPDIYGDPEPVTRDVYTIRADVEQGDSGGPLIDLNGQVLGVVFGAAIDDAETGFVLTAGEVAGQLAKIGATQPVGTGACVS
GDH-TPI inh: GDH-TPI coupling enzyme inhibitors, primary screen, artefact control for M. tuberculosis FBA inhibitor project, biochemical, absorbance, full deck; GDH-TPI coupled enzyme counterscreen, NADH absorbance; inhibition, % at 4.8 µM; actives 1.2% (n = 360,000); AID 588335, 2011; in the data active means inhibition above about 30%;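 further: 0% = DMSO wells and 100% = wells lacking the enzyme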
BioA inh: M. tuberculosis BioA enzyme inhibitors, primary screen, biochemical, plate reader, single point, HTS. actives 0.096% (n = 360,000). 7,8-diaminopelargonic acid synthase BioA (Mycobacterium tuberculosis). inhibition, % at 9.99 µM. purified M. tuberculosis BioA enzyme; in the data active means inhibition above about 40%
FBA Mtb inh: Mtb FBA enzyme inhibitors, primary screen, biochemical, fluorescence, strain H37Rv; AID 588726, 2011; actives 2.3% (n = 360,000); inhibition, % at 1 µM; purified M. tuberculosis FBA, fluorescence read-out; Fructose-bisphosphate aldolase (Mycobacterium tuberculosis (strain ATCC 25618 / H37Rv)), …; in the data active means inhibition above about 27%;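 further: 0% = vehicle and 100% = reference inhibitor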
Target sequence (P9WQA3 whole entry, looked up): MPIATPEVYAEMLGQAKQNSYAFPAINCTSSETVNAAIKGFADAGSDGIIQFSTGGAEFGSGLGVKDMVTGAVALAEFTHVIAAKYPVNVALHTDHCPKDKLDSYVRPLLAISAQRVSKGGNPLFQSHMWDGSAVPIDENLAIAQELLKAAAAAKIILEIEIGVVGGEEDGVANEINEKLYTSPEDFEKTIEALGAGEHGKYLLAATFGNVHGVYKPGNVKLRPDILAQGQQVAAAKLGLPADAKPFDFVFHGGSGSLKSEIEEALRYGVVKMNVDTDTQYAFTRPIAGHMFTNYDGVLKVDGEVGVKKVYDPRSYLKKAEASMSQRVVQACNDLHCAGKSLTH
MazF activator: activators of E. coli MazEF toxin-antitoxin RNase, primary screen, biochemical, fluorescence, uHTS | activation, % at 20 µM | FAM/BHQ RNA-DNA oligo cleavage fluorescence, 5 h | actives 0.32% (n = 350,000) | AID 504720, 2011; in the data active means activation above about 50%
VHR inh abs: VHR1 phosphatase inhibitors, primary screen, biochemical, absorbance, uHTS; Dual specificity protein phosphatase 3 (Homo sapiens), P51452; recombinant VHR phosphatase, pNPP absorbance; inhibition, % at 13.3 µM; actives 0.52% (n = 290,000); AID 1654, 2009; in the data active means inhibition above about 50%; further: some compounds called inactive have numbers as strong as hits
Target sequence (P51452 whole entry, looked up): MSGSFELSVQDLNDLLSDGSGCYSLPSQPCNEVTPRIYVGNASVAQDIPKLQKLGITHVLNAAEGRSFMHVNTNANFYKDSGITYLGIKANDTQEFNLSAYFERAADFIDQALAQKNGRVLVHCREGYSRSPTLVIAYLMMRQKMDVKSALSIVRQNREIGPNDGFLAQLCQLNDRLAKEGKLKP
3CLpro inhibitor: SARS-CoV 3CLpro protease inhibitors, primary screen, biochemical, quenched FRET | actives 0.14% (n = 290,000) | recombinant SARS-CoV 3CLpro, quenched FRET peptide cleavage | Replicase polyprotein 1ab (Severe acute respiratory syndrome coronavirus), P0C6X7 | inhibition, % at 6 µM | AID 1706, 2009; in the data active means inhibition above about 12%
* marks the source's active call; other numbers are inactive results; i = inactive; / = not tested or not shown; & = joins results of further samples. Not all compounds are listed; rates above refer to the full screens.

Values run as follows: PriA SSB inh, Mtb UGM inh, BH1578 lux ind, Rv3671c inh, GDH-TPI inh, BioA inh, FBA Mtb inh, MazF activator, VHR inh abs, 3CLpro inhibitor
Cn1c(=O)c2c(ncn2CC(=O)Nc2ccccc2N2CCOCC2)n(C)c1=O
→ -2.7, 0.1, i, 4.3, 7.3, 0.1, -2.4, -2.9, 12.0, -3.2
CCN(CC)C(=O)CSc1nnc(COc2cccc(C)c2)n1C
→ /, -1.5, /, -8.3, /, /, /, /, 13.9, 0.5
O=C(Cn1c(C(=O)OCCO)cc2ccccc21)c1ccccc1
→ -18.8, -0.3, i, 1.4, 11.6, -4.4, 2.3, -1.4, 4.1, -2.5
CC(=O)c1c(O)c2ccccc2n(C(C)C)c1=O
→ -4.8, -1.6, i, -0.4, 0.6, -0.2, -0.5, 9.1, 13.4, -3.5
CCOc1ccc(C(=O)NCC(=O)NCC2CCCCC2)cc1OCC
→ -2.9, -0.8, -0.9, -2.7, -2.3, -2.4, 5.2, 0.3, 40.9, 3.6
C[C@H](CO)N1C[C@H](C)[C@@H](CN(C)Cc2ccc(-c3ccccc3)cc2)Oc2c(NC(=O)c3ccncc3)cccc2C1=O
→ 6.0, -2.5, i, -0.2, 15.2, -3.7&-0.2, 5.1, -9.6, /, /
O=C(NCCNC(=O)c1ccc(-c2ccc(Cl)c(Cl)c2)o1)c1cnccn1
→ -13.1, -1.5, -0.3, -7.1, 9.5, 0.6, -1.3, 4.4, 28.7, -3.7
CCCCc1cc(=O)oc2cc(OS(C)(=O)=O)ccc12
→ -4.7, -2.6, 0.1, -0.7, 4.6, 1.7, 17.5, 7.0, -8.4, -0.3
COc1ccc([C@H]2CC(=O)C=C(c3cccc4c3Oc3ccccc3S4)C2)cc1
→ -2.2, -0.5, -0.7, -7.7, 5.4, 0.0, -0.7, -6.0, /, /
Cn1cc(Br)c(C(=O)n2cc(Br)cn2)n1
→ -8.7, 1.6, i, 2.2, -1.9, /, 0.5, -3.7, 0.9, -0.6
Cc1nonc1NC(=O)CSc1nc2ccccc2cc1C#N
→ -0.4, 3.1, -0.5, -3.7, 8.8, /, -2.7, -35.8, 16.9, -1.7
O=C(COC(=O)C12CC3CC(CC(C3)C1)C2)NCCc1ccccc1
→ -8.3, 0.5, -1.5, -2.6, 1.6, /, 1.3, -4.9, -6.1, 4.0
COc1ccc(OC)c(NC(=O)CNC(=O)c2ccc([N+](=O)[O-])cc2)c1
→ -5.6, -2.9, i, 4.1, -1.6, /, 3.8, 2.2, 14.9, -0.2
N#CC(c1ccncc1)(c1ncc(C(F)(F)F)cc1Cl)N1CCOCC1 (configuration not stated)
→ -3.5, -0.3, -0.3, 6.2, 10.7, 0.2, -0.1, 8.7, 16.0, -2.6
CCOc1ccc(Cn2c(=O)sc3ccccc32)cc1OC
→ -23.1, -3.2, -0.3, 7.7, -12.0, -2.0, -2.4, -0.2, 12.7, -4.6
Cc1ccccc1NC(=O)Cc1nnc(N)s1
→ -2.3, 5.0, -0.4, -6.3, -4.8, 0.3, 0.7, -2.4, 20.4, 7.0
Cc1cc(C)cc(NC(=O)CSc2nc3c(oc4ccccc43)c(=O)n2-c2ccccc2)c1
→ -11.5, 0.7, 0.9, -79.4, -4.9, -0.3, -1.7, -8.1, 12.1, 7.0
O=C(CCc1nnc2ccc(N3CCC4(CC3)OCCO4)nn12)Nc1cc(F)ccc1F
→ 8.7, -1.8, i, 4.0, 7.7, -0.9, -2.3, 7.2, -3.6, 2.8
COc1cc(OC)cc(C(=O)NNC(=S)Nc2ccc(S(N)(=O)=O)cc2)c1
→ 1.5, -4.4, -2.1, 1.9, 8.1, -1.9, 2.0, 2.5, 24.3, 4.2
COc1cccc(C(=O)OCC(=O)c2[nH]c(C)c(C(C)=O)c2C)c1
→ 6.5, -0.6, i, 2.5, -2.2, -0.1, -2.1, 4.6, /, /
COc1cccc(/C=C2\Oc3cc(OCC(=O)N4CCCCC4)ccc3C2=O)c1OC
→ 8.6, 3.3, i, -16.3, 39.1*, -1.3, -0.8, 9.7, 9.1, -1.0
Cc1nn(-c2ccccc2)c(NC(=O)c2cccs2)c(-c2ccccc2)c1=O
→ -9.8, -0.2, -0.3, -1.1, 12.6, /, -1.1, -9.1, 8.1, 4.3
COC(=O)Nc1nc(-c2ccccc2)c(C(=O)c2ccccc2)s1
→ -0.8, -1.4, -6.2, -6.3, 12.9, -0.8, 0.6, 2.8, -8.0, -3.2
O=C1OCC2=C1C(c1ccccc1)CC(=O)N2c1ccccc1 (configuration not stated)
→ -13.3, 3.0, -0.3, -4.4, -3.8, /, -4.9, -5.7, 3.3, 3.9
CCOC(=O)C(=O)N/N=C/c1ccc(F)cc1
→ i, 2.9, i, -7.1, -7.2, -0.2, 0.3, 3.9, 13.3, 0.2
CCn1c(=O)c2c(nc3n2CCCN3CCc2ccc(OC)c(OC)c2)n(C)c1=O
→ 3.5, -2.1, 0.0, /, -5.1, 3.6, -0.1, -7.6, -15.2, -3.2
Cc1cccc2cc(/C=N/NC(=O)CN3CCOCC3)c(Cl)nc12
→ /, 0.5, -5.3, -2.5, 3.5, -1.2, 3.6, 7.3, 14.3, -1.6
C=C1CC2C(CCC3(C)C2CCC3(O)C(C)=O)C2(C)CCC(=O)C=C12 (configuration not stated)
→ 3.8, -0.4, i, 3.9, -4.3, 4.6, -1.4, -1.1, 5.2, 1.9
Cn1c(O)c(C=Nc2ccc(Cl)cc2)c(=O)n(C)c1=O
→ -25.5, 0.9, -1.9, -1.4, 8.7, -0.7, -3.2, -0.1, 32.5, 2.4
CCOc1ccc(CCNC(=O)CCC(=O)N2CCOc3ccc(C)cc32)cc1OCC
→ -13.5, 0.6, -0.2, -5.2, -3.3, -0.2, 1.6, 18.3, 1.5, -0.2

Profiles, quoted from the list. Order of values: PriA SSB inh, Mtb UGM inh, BH1578 lux ind, Rv3671c inh, GDH-TPI inh, BioA inh, FBA Mtb inh, MazF activator, VHR inh abs, 3CLpro inhibitor
CCn1c(=O)c2c(nc3n2CCCN3CCc2ccc(OC)c(OC)c2)n(C)c1=O is entered as 3.5, -2.1, 0.0, /, -5.1, 3.6, -0.1, -7.6, -15.2, -3.2
Cc1cccc2cc(/C=N/NC(=O)CN3CCOCC3)c(Cl)nc12 is entered as /, 0.5, -5.3, -2.5, 3.5, -1.2, 3.6, 7.3, 14.3, -1.6
Cn1c(O)c(C=Nc2ccc(Cl)cc2)c(=O)n(C)c1=O is entered as -25.5, 0.9, -1.9, -1.4, 8.7, -0.7, -3.2, -0.1, 32.5, 2.4
O=C1OCC2=C1C(c1ccccc1)CC(=O)N2c1ccccc1 (configuration not stated) is entered as -13.3, 3.0, -0.3, -4.4, -3.8, /, -4.9, -5.7, 3.3, 3.9

(continued)
Values run as follows: PriA SSB inh, Mtb UGM inh, BH1578 lux ind, Rv3671c inh, GDH-TPI inh, BioA inh, FBA Mtb inh, MazF activator, VHR inh abs, 3CLpro inhibitor
NC(=O)C1CCN(C2CC(=O)NC2=O)CC1 (configuration not stated)
→ 8.1, 3.6, -2.1, 5.6, -3.2, -0.2, 0.8, -3.0, 21.9, -1.1
O=C(C[C@H]1C/C=C\CCC(=O)O[C@@H](c2ccccc2)CNC1=O)NCCO
→ -4.7, -1.2, -1.0, 2.1, 13.9, -0.6, 0.5, 6.7, /, /
CCOc1cccc(C(=O)Nc2nnc(-c3ccco3)s2)c1
→ -11.2, -3.9, i, -12.5, 36.8*, 5.4, 12.5, 1.7, -0.2, -2.5
O=C(Nc1ccc(S(=O)(=O)Nc2cnc3ccccc3n2)cc1)c1cccc(OC(F)F)c1
→ 0.7, -0.4, -0.2, -5.2, 3.0, 0.9, 7.0, -5.0, -40.5, 5.4
Cc1ccnc(NC(=O)C2CCC(CNc3c(N4CCCC4)c(=O)c3=O)CC2)c1 (configuration not stated)
→ -4.0, 1.0, /, -5.3, 13.0, 1.2, -1.2, 2.7, 40.6, 4.7
CCOc1ncccc1C(=O)Nc1ccc(S(=O)(=O)Nc2nccs2)cc1
→ -11.2, -1.1, i, 2.2, 8.1, -2.1, -7.0, 3.5, 15.2, 2.1
COc1ccc(CNC(=O)c2ccc(NC(=O)CC3SC(N4CCCCC4)=NC3=O)cc2)cc1 (configuration not stated)
→ -8.7, -0.2, 1.6, -2.2, -6.8, /, -1.0, 1.7, 26.3, 3.2
O=C(COCC(=O)NCc1ccccc1)NCc1ccccc1
→ -4.9, -1.6, i, 4.3, -7.3, /, 0.1, 4.6, 6.9, 3.9
COc1cc(S(=O)(=O)NC(C)C)ccc1Cl
→ -10.6, -0.9, i, -1.2, 4.6, 0.0, 0.4, -3.5, 6.4, -2.1
CN1CCN(S(=O)(=O)c2cccc(C(=O)Nc3cccc(S(N)(=O)=O)c3)c2)CC1
→ -0.9, 0.2, -0.2, 7.9, -5.3, -0.8, -0.6, 8.8, 11.8, 6.6
CCOC(=O)CNC(=O)c1cc(-c2ccccn2)nc2c(C)c(Cl)ccc12
→ 3.9, 1.0, i, 10.5, -1.2, /, 2.4, -9.0, 52.9*, 2.5
CCc1nnc(NC(=O)CSc2ncnc3c2oc2ccccc23)s1
→ -8.2, 2.6, i, 1.9, -8.7, -0.6, 3.1, -21.5, 14.8, -2.1
Cc1ccc(S(=O)(=O)N(C)C)cc1NC(=O)C(C)OC(=O)c1ccc2ccccc2n1 (configuration not stated)
→ -0.2, 1.0, -0.5, -6.9, 0.7, -0.6, 7.3, 7.8, /, /
NC(=S)N/N=C1\CCOc2ccc(F)cc21
→ /, -0.9, -0.1, 2.3, 23.5, /, -0.5, 7.9, 13.3, 1.0
O=c1ccc2ccc(Oc3ccc([N+](=O)[O-])cc3Cl)cc2o1
→ 2.8, 3.1, -0.9, -8.0, -3.4, /, 2.6, -3.5, 7.2, 2.8
O=C(COC(=O)Cn1cnc2ccccc21)Nc1cccc2c1C(=O)c1ccccc1C2=O
→ -5.8, 2.5, -0.1, 5.9, 7.2, /, 1.1, 14.3, 16.9, -2.3
Cc1nn(-c2ccccc2)nc1C(N)=O
→ -9.5, 0.3, 0.2, 9.2, -7.5, -0.4, 13.0, 5.2, 27.1, 3.9
CN(C)/C=C(\C=O)c1ccc(Cl)cc1Cl
→ -5.5, 1.6, i, -13.1, 0.0, -1.8, 3.3, 4.6, 1.4, -1.9
N#Cc1c(-c2ccc3c(c2)OCO3)ccn2nc(-c3cccc(C(F)(F)F)c3)nc12
→ -18.1, -0.3, -0.3, -7.6, 7.8, -4.0, 1.8, 38.1, 12.3, -1.2

From PubChem BioAssay
